Bioassay records: PubChem, Broad Institute
Mtb BioA inh: inhibitors of Mycobacterium tuberculosis BioA enzyme. purified M. tuberculosis BioA enzyme, plate reader. inhibition, % at 9.99 µM. 0.096% of 360,000 active. AID 602481; in the data active means inhibition above about 40%
Active calls of the source: *. A portion of the library (hit frequency here may not be typical).

SMILES | Mtb BioA inh
C[C@@H]1CN([C@@H](C)CO)C(=O)c2cc(NC(=O)Nc3ccc4c(c3)OCO4)ccc2O[C@@H](C)CCCCO[C@H]1CN(C)C(=O)c1ccccc1 | 0.4
CO[C@H](CN(C)S(=O)(=O)c1ccc(Cl)cc1)[C@H](C)CN(C(=O)Nc1ccccc1F)[C@H](C)CO | 0.6
CC(C)NC(=O)Nc1ccc2c(c1)CC(=O)N([C@H](C)CO)C[C@H](C)[C@@H](CN(C)C)O2 | -1.2
CC(C)NC(=O)N(C)C[C@@H]1OCCCC[C@@H](C)Oc2ccc(NS(=O)(=O)c3cccs3)cc2C(=O)N([C@H](C)CO)C[C@@H]1C | -2.6
CO[C@@H]1CN(C)C(=O)c2cc(NC(=O)NC(C)C)ccc2OC[C@@H](C)N(C(=O)CC2CC2)C[C@@H]1C | -0.1
CCCNC(=O)C[C@H]1C[C@H]2c3cc(NS(=O)(=O)c4ccc(F)cc4)ccc3O[C@H]2[C@H](CO)O1 | -1.7
CNC(=O)C[C@H]1CC[C@H]2[C@@H](COc3ccc(NC(=O)C4CC4)cc3C(=O)N2C)O1 | -0.4
C[C@H](CO)N1C[C@H](C)[C@H](CN(C)Cc2ccc(F)cc2)Oc2cc(C#CCN(C)C)ccc2S1(=O)=O | 2.4
Cc1ccc(-c2ccc3c(c2)O[C@@H](CN(C)C(=O)CC2CC2)[C@H](C)CN([C@@H](C)CO)S3(=O)=O)cc1 | 7.4
Cc1noc(C)c1S(=O)(=O)Nc1ccc2c(c1)C(=O)N([C@@H](C)CO)C[C@@H](C)[C@H](CN(C)C(=O)CCC(F)(F)F)OCCCC[C@@H](C)O2 | -0.4
CC(=O)n1cc([C@H]2C=C(C(=O)N3CCCCCCC3)O[C@@H](OCc3ccc(CO)cc3)C2)c2ccccc21 | 0.1
O=C(NCCc1ccncc1)[C@@H]1N[C@@H]2c3ccc(/C=C/c4ccccc4)c(=O)n3C[C@@H]2[C@H]1CO | -0.4
COc1ccccc1NC(=O)N(C)C[C@H]1Oc2ncc(C#CC(C)C)cc2C(=O)N([C@@H](C)CO)C[C@@H]1C | 0.6
CCCc1cn(CC[C@H]2CC[C@@H](NC(=O)Nc3ccc4c(c3)OCO4)[C@H](CO)O2)nn1 | -0.4
O=C(C[C@@H]1CC[C@@H]2[C@H](COC[C@H](O)CN2S(=O)(=O)c2ccccc2)O1)N[C@@H]1CCN(Cc2ccccc2)C1 | 1.4
O=C(NCC[C@H]1CC[C@H](NC(=O)C2CCOCC2)[C@@H](CO)O1)c1cc(Cl)cc(Cl)c1 | -1.6
Cc1ccccc1S(=O)(=O)NCC[C@H]1CC[C@H](NC(=O)Nc2cccc(Cl)c2)[C@H](CO)O1 | -1.3
Cc1ccc(S(=O)(=O)N(C)C[C@@H]2Oc3ccc(NC(=O)c4ccncc4)cc3C(=O)N([C@H](C)CO)C[C@@H]2C)cc1 | 0.7
C[C@H](CO)N1C[C@H](C)[C@H](CN(C)S(=O)(=O)c2cn(C)cn2)Oc2ccc(NC(=O)c3ccncc3)cc2C1=O | 1.4
O=C(C[C@H]1C=C[C@@H](NC(=O)Cc2ccccn2)[C@H](CO)O1)NCCc1ccccc1 | -0.5
CC(C)(C)[S@](=O)N1Cc2cc(C(=O)NCCc3ccncc3)nc(-c3cccc(-c4cccc(C#N)c4)c3)c2[C@@H]1CCO | 11.7
COc1ccc(S(=O)(=O)Nc2ccc3c(c2)C(=O)N([C@H](C)CO)C[C@H](C)[C@H](CN(C)S(=O)(=O)c2c(C)noc2C)O3)cc1 | 2.0
C[C@@H]1CN([C@H](C)CO)C(=O)c2cc(-c3cncnc3)cnc2O[C@@H]1CN(C)C(=O)Cc1ccccn1 | 0.3
CC(C)NC(=O)N(C)C[C@H]1Oc2ncc(-c3ccc(C(=O)N(C)C)cc3)cc2C(=O)N([C@H](C)CO)C[C@H]1C | -0.3
CCCNC(=O)C[C@@H]1CC[C@H]2[C@@H](COc3ccc(NC(=O)c4cccc(OC)c4)cc3C(=O)N2C)O1 | -0.7
CC(C)NC(=O)Nc1ccc2c(c1)C(=O)N([C@H](C)CO)C[C@H](C)[C@@H](CN(C)C(=O)NC1CCCCC1)OCCCC[C@@H](C)O2 | -4.4
CN(C)C(=O)C[C@H]1C[C@@H]2c3cc(NC(=O)NC4CCCCC4)ccc3O[C@@H]2[C@@H](CO)O1 | 2.0
C[C@@H]1CN([C@H](C)CO)C(=O)c2cccc(NC(=O)Nc3ccccc3)c2O[C@@H]1CN(C)Cc1ccncc1 | -0.8
COc1cccc(-c2ccc3c(c2)O[C@@H](CN(C)C(=O)C2CCCCC2)[C@H](C)CN([C@H](C)CO)S3(=O)=O)c1 | -0.2
CC(C)NC(=O)N(C)C[C@@H]1Oc2cc(Br)ccc2S(=O)(=O)N([C@H](C)CO)C[C@@H]1C | 0.3

Shown with each value named: 4 of the compounds above.
C[C@@H]1CN([C@@H](C)CO)C(=O)c2cc(NC(=O)Nc3ccc4c(c3)OCO4)ccc2O[C@@H](C)CCCCO[C@H]1CN(C)C(=O)c1ccccc1
  Mtb BioA inh: 0.4

CO[C@H](CN(C)S(=O)(=O)c1ccc(Cl)cc1)[C@H](C)CN(C(=O)Nc1ccccc1F)[C@H](C)CO
  Mtb BioA inh: 0.6

CC(C)NC(=O)Nc1ccc2c(c1)CC(=O)N([C@H](C)CO)C[C@H](C)[C@@H](CN(C)C)O2
  Mtb BioA inh: -1.2

CC(C)NC(=O)N(C)C[C@@H]1OCCCC[C@@H](C)Oc2ccc(NS(=O)(=O)c3cccs3)cc2C(=O)N([C@H](C)CO)C[C@@H]1C
  Mtb BioA inh: -2.6

Later entries.
SMILES | Mtb BioA inh
C/C=C/c1cnc2c(c1)C(=O)N([C@@H](C)CO)C[C@@H](C)[C@H](CN(C)C(=O)Nc1ccccc1F)O2 | 7.0
O=C(c1ccncc1)N1C[C@H]2[C@@H](c3ccccc31)[C@H](CO)N2C(=O)Nc1ccc(F)cc1 | 5.5
C[C@H](NC(=O)N(C)C[C@@H]1OCc2ccccc2-c2ccccc2C(=O)N([C@H](C)CO)C[C@@H]1C)c1ccccc1 | 3.1
C[C@@H]1CN([C@@H](C)CO)C(=O)Cc2cc(NS(C)(=O)=O)ccc2O[C@H]1CN(C)Cc1ccc(-c2ccccc2)cc1 | 3.8
CN1[C@@H]2c3ccc(-c4cccnc4)c(=O)n3C[C@H]1[C@H](CO)[C@H]2C(=O)N1CCC(Cc2ccccc2)CC1 | 17.2
CN(C)C(=O)C[C@@H]1C[C@@H]2c3cc(NC(=O)c4ccc5c(c4)OCO5)ccc3O[C@@H]2[C@@H](CO)O1 | 1.6
C[C@H]1CCCCO[C@H](CN(C)CC2CCCCC2)[C@@H](C)CN([C@@H](C)CO)C(=O)c2cc(NC(=O)NC3CCCCC3)ccc2O1 | -0.3
C[C@@H]1CN([C@H](C)CO)C(=O)c2cc(NC(=O)c3ccncc3)ccc2O[C@@H](C)CCCCO[C@H]1CN(C)C(=O)c1ccncc1 | -0.3
CC(C)NC(=O)Nc1cccc2c1O[C@@H](CN(C)CC1CC1)[C@H](C)CN([C@H](C)CO)C2=O | 5.5
C[C@H](CO)N1C[C@H](C)[C@@H](CN(C)Cc2ccc(C(F)(F)F)cc2)OCCCC[C@H](C)Oc2ccc(NS(C)(=O)=O)cc2C1=O | 4.6

Looked up above.
Mtb BioA inh result of COc1ccccc1NC(=O)N(C)C[C@H]1Oc2ncc(C#CC(C)C)cc2C(=O)N([C@@H](C)CO)C[C@@H]1C is entered as 0.6
Mtb BioA inh result of CC(C)NC(=O)Nc1cccc2c1O[C@@H](CN(C)CC1CC1)[C@H](C)CN([C@H](C)CO)C2=O is entered as 5.5

(list continues)
SMILES | Mtb BioA inh
O=C(C[C@@H]1CC[C@@H]2[C@H](COC[C@@H](O)CN2CC2CCCCC2)O1)NCC1CC1 | 0.0
CCCC#Cc1ccc([C@H]2[C@@H](CO)N3CCCCN(CC4CCOCC4)C[C@@H]23)cc1 | 3.7
C/C=C/c1cnc2c(c1)C(=O)N([C@H](C)CO)C[C@@H](C)[C@H](CN(C)Cc1cncnc1)O2 | -5.9
CC(=O)N(C)C[C@H]1Oc2cc(-c3cccnc3)ccc2S(=O)(=O)N([C@@H](C)CO)C[C@H]1C | -1.5
CC(C)C#Cc1ccc2c(c1)O[C@H](CN(C)CC1CCOCC1)[C@@H](C)CN([C@@H](C)CO)S2(=O)=O | -0.8
C[C@@H]1CN([C@@H](C)CO)S(=O)(=O)c2ccc(C3=CCCC3)cc2O[C@H]1CN(C)CC1CCCC1 | -2.4
CNC[C@H]1Oc2ncc(-c3cccc(F)c3)cc2C(=O)N([C@H](C)CO)C[C@H]1C | -1.8
CC(C)NC(=O)Nc1ccc2c(c1)C(=O)N([C@@H](C)CO)C[C@H](C)[C@H](CN(C)Cc1ccc3c(c1)OCO3)OCCCC[C@H](C)O2 | 1.8
C[C@@H]1CN([C@H](C)CO)C(=O)Cc2cc(NC(=O)CCCN(C)C)ccc2O[C@@H]1CN(C)S(=O)(=O)c1cccs1 | -1.8
COc1ccc(NC(=O)Nc2ccc3c(c2)CC(=O)N([C@H](C)CO)C[C@@H](C)[C@@H](CN(C)S(C)(=O)=O)O3)cc1 | -0.7
C[C@H]1CN([C@@H](C)CO)C(=O)Cc2cc(NC(=O)Nc3ccc4c(c3)OCO4)ccc2O[C@@H]1CN(C)Cc1ccccc1 | -2.7
CN(C)CCCNC(=O)[C@@H]1[C@@H](CO)[C@@H]2Cn3c(ccc(-c4ccccc4)c3=O)[C@H]1N2C(=O)CC1CC1 | 0.2
C[C@@H]1CN([C@@H](C)CO)C(=O)Cc2cc(NC(=O)Nc3cccc4ccccc34)ccc2O[C@@H]1CN(C)C(=O)Nc1cccc2ccccc12 | 0.0
C[C@@H]1CN([C@@H](C)CO)S(=O)(=O)c2ccc(/C=C/c3ccccc3)cc2O[C@H]1CN(C)C(=O)C1CC1 | 0.2
CCC(=O)Nc1ccc2c(c1)C(=O)N(C)[C@H]1CC[C@H](CC(=O)NCc3ccccc3)O[C@H]1CO2 | -2.2
CN(C)C(=O)C[C@@H]1C=C[C@H](NC(=O)NC2CCCC2)[C@@H](CO)O1 | 1.7
Cc1noc(C)c1S(=O)(=O)N(C)C[C@@H]1Oc2c(NC(=O)C3CC3)cccc2C(=O)N([C@@H](C)CO)C[C@@H]1C | -0.9
C[C@H]1CN([C@@H](C)CO)C(=O)Cc2cc(NC(=O)Nc3ccc(C(F)(F)F)cc3)ccc2O[C@H]1CN(C)C(=O)Nc1ccc(C(F)(F)F)cc1 | -3.6
C[C@H]1CN([C@@H](C)CO)C(=O)c2cc(NS(=O)(=O)c3cccs3)ccc2O[C@H]1CN(C)C(=O)Nc1ccc2c(c1)OCO2 | 0.2
CCNC(=O)Nc1ccc2c(c1)C(=O)N(C)[C@@H]1CC[C@@H](CC(=O)NCCOC)O[C@@H]1CO2 | 0.3
CO[C@H](CN(C)S(=O)(=O)c1ccc(Cl)cc1)[C@H](C)CN(Cc1ccccc1Cl)[C@H](C)CO | 0.2
CO[C@H]1CN(C)C(=O)c2ccc(NC(=O)Nc3cc(F)ccc3F)cc2OC[C@@H](C)N(C(=O)c2ccccn2)C[C@@H]1C | 1.5
C[C@@H]1CN([C@H](C)CO)C(=O)c2cc(N(C)C)ccc2O[C@@H](C)CCCCO[C@H]1CN(C)C(=O)C1CCCCC1 | -0.6
CO[C@@H]1CN(C)C(=O)c2cc(NC(=O)C3CC3)ccc2OC[C@H](C)N(C(=O)NC(C)C)C[C@@H]1C | -1.0
C[C@@H]1CCCCO[C@@H](CN(C)Cc2ccccc2)[C@H](C)CN([C@@H](C)CO)C(=O)c2cc(NC(=O)Nc3ccccc3)ccc2O1 | 2.3
C[C@H]1CCCCO[C@H](CN(C)C(=O)c2ccccc2)[C@@H](C)CN([C@@H](C)CO)C(=O)c2cc(NC(=O)CCC(F)(F)F)ccc2O1 | 4.2
COc1ccc(S(=O)(=O)N(C)C[C@@H]2Oc3ccc(NC(=O)c4ccncc4)cc3CC(=O)N([C@H](C)CO)C[C@H]2C)cc1 | -2.4
C[C@H](CO)N1C[C@H](C)[C@@H](CN(C)CC2CCCCC2)Oc2ccc(NS(=O)(=O)c3cccs3)cc2CC1=O | 3.5
C[C@@H]1CN([C@H](C)CO)C(=O)c2cc(NC(=O)Nc3cccc4ccccc34)ccc2O[C@@H]1CN(C)Cc1ccc2c(c1)OCO2 | 1.9
COc1ccc(NC(=O)N(C)C[C@H]2Oc3ccc(NC(=O)Nc4ccc5c(c4)OCO5)cc3CC(=O)N([C@@H](C)CO)C[C@H]2C)cc1 | 6.1
O=C(C[C@@H]1CC[C@H](NC(=O)CN2CCOCC2)[C@H](CO)O1)NC1CCC1 | -2.6
CO[C@H]1CN(C)C(=O)c2cc(NS(=O)(=O)c3ccccc3C)ccc2OC[C@H](C)N(S(C)(=O)=O)C[C@H]1C | -1.1
C[C@@H]1CN([C@H](C)CO)C(=O)c2cc(NC(=O)Cn3cnnn3)ccc2O[C@H]1CN(C)Cc1ccc(Cl)c(Cl)c1 | 6.6
N#C[C@H]1[C@H](c2ccccc2)[C@@H](CO)N1C(=O)Nc1cccc(F)c1 | 24.6
CC(C)NC(=O)Nc1ccc2c(c1)C(=O)N(C)[C@H]1CC[C@H](CC(=O)NCc3ccc(F)cc3)O[C@H]1CO2 | -0.1
O=C(NCC[C@@H]1CC[C@H](NC(=O)c2ccc3c(c2)OCO3)[C@@H](CO)O1)Nc1cc(F)ccc1F | 6.1
COc1ccc(NC(=O)N(C)C[C@H]2OCCCC[C@@H](C)Oc3ccc(NC(=O)CCCN(C)C)cc3C(=O)N([C@@H](C)CO)C[C@@H]2C)cc1 | 0.5
CC(C)NC(=O)N[C@@H]1CC[C@H](CCNC(=O)C2CCC2)O[C@H]1CO | -1.6
C[C@@H]1CN([C@H](C)CO)S(=O)(=O)c2ccc(-c3cccc(F)c3)cc2O[C@H]1CN(C)S(=O)(=O)c1ccc(F)cc1 | -0.6
C[C@H](CO)N1C[C@H](C)[C@@H](CN(C)C(=O)CN(C)C)Oc2cc(C3=CCCCC3)ccc2S1(=O)=O | 0.0
